MITF inh: human MITF inhibition, primary screen; O75030; AlphaScreen MITF homodimerization, bead proximity signal; inhibition, % at 2.6 µM; actives 0.91% (n = 650,000); AID 1259374; in the data active means inhibition above about 50%;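 further: 0% = vehicle wells with protein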
Target sequence (O75030 whole entry, looked up): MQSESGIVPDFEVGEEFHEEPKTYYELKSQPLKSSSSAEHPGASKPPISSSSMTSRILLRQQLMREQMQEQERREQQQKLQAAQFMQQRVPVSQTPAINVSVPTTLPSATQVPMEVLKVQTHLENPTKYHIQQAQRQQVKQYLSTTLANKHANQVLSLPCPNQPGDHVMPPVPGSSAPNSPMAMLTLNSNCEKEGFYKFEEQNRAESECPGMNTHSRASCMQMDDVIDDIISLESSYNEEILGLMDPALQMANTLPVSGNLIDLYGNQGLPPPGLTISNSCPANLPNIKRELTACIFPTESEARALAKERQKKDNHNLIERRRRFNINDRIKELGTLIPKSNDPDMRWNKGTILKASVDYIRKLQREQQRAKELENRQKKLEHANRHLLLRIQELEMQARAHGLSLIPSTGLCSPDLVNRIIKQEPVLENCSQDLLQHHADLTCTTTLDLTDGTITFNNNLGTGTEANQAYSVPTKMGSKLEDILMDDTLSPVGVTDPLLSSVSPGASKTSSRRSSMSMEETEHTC
FBW7 activator: activators of human E3 ligase FBW7 | AlphaScreen FBW7–phospho-cyclin E peptide binding, activator screen | actives 0.13% (n = 650,000) | normalized activity (activation), % at 26.1 µM | AID 1259310 | Q969H0; in the data active means normalized activity above about 1.9%;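 further: purified mutant Fbw7 with reduced substrate affinity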
TEAD-YAP inh: TEAD-YAP interaction inhibition | HEK-TIYL cells, TEAD-Gal4/YAP UAS-luciferase luminescence | inhibition, % at 9.12 µM | actives 1.4% (n = 640,000) | AID 1259422; in the data active means inhibition above about 32%;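 further: 0% = median of test compound wells and 100% = reference inhibitor wells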
GPR151 activ: human GPR151 activation; Q8TDV0; PathHunter beta-arrestin GPR151 cells, luminescence; activation, % at 11.2 µM; AID 1508602; actives 1% (n = 650,000); in the data active means activation above about 4.9%;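 further: 0% = median of compound wells and 100% = cells with positive control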
Target sequence (Q8TDV0 whole entry, looked up): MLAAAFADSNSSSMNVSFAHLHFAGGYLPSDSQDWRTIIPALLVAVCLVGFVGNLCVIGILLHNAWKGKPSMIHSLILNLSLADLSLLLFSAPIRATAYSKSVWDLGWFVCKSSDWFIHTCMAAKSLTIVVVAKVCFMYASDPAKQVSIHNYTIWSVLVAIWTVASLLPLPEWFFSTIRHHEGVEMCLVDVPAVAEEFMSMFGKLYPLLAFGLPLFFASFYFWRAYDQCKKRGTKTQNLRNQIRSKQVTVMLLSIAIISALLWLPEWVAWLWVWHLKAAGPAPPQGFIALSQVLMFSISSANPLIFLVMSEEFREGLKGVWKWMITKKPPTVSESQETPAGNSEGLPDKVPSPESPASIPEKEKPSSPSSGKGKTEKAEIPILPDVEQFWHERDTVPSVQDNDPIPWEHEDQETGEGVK
Starred values were filed as active, the others as inactive; & = joins results of further samples.

SMILES	MITF inh	FBW7 activator	TEAD-YAP inh	GPR151 activ
COc1cc(C=Nc2ccc3ncccc3c2)cc(OC)c1O	-6	-0.7	-8	-0.7
CCOc1ccccc1NC(=O)c1cc(S(=O)(=O)N2CCC(C)CC2)ccc1F	9	-0.1	0	2.1
CN(C)c1ccc(NC(=O)C2Cc3ccccc3C(=O)O2)cc1 (stereo not given)	-5	-0.1	9	0.3
CCC1CCCCN1c1c(-c2ccc(C)cc2)c(=O)c1=O (stereo not given)	5	0.0	3	1.6
CCOC(=O)C1CCN(c2c(NC3CCCC3)c(=O)c2=O)CC1	10	0.6	1	-0.2
COc1cc2[nH]c(=O)c(C(=O)NCCN3CCCCC3)c(O)c2cc1OC	-1	-0.7	3	0.4
O=C(/C=C/c1ccccc1)OCCN1C(=O)c2cccc3c(N4CCOCC4)ccc(c23)C1=O	-23	0.1	0	-0.3
Cc1cc(C)n(-c2cc(N3CCN(S(=O)(=O)c4ccccc4)CC3)ccc2[N+](=O)[O-])n1	-12	-0.1	16	0.1
CSc1nnc2c(n1)OC(c1ccc(-c3cccc(C(F)(F)F)c3)o1)N(C(C)=O)c1ccccc1-2 (stereo not given)	-5	0.2	3	0.2
CCOC(=O)Cc1csc(NC(=O)/C=C\c2ccccc2)n1	8	0.0	-30	0.7
CN1c2ncccc2C(=O)NC12CCN(C(=O)CCn1cncn1)CC2	-4	0.1	1	0.7
COc1cc(/C=C(/NC(=O)c2ccccc2)C(=O)Nc2cccc([N+](=O)[O-])c2)cc(OC)c1OC	-4	0.0	-7	1.4
NC(=O)N1c2ccccc2CC(=O)c2ccccc21	1&-3&19	-0.1&0.0&0.1	3&5	0.4&1.9&-1.5
Cc1ccc(Cn2ccnc2SCC(=O)NCc2ccccc2)cc1	-3	-0.2	-1	0.5
COc1cccc(C2(NC(=O)c3cnsc3)CCCC2)c1	6	-0.2	7	-0.4
O=C(N/N=C/c1c(F)cccc1Cl)c1ccccc1O	3	-0.1	-2	2.6
O=C(Nc1nccs1)c1ccc(Cl)c([N+](=O)[O-])c1	19	0.0	9	-0.8
COCCNC(=O)CN(Cc1ccc(OC)cc1)C(=O)CCC(=O)Nc1cc(C)on1	-4	-0.1	-5	-0.7
OCC(C#CCN1CCCCC1)NCc1ccccc1 (stereo not given)	12	0.1	-2	0.5
CC1(C)CC(O)CC(C)(C)N1CC(O)COc1ccc(-c2ccccc2)cc1 (stereo not given)	-2	0.0	-12	-2.4

Record cards, as listed above:
O=C(/C=C/c1ccccc1)OCCN1C(=O)c2cccc3c(N4CCOCC4)ccc(c23)C1=O is entered as MITF inh = -23; FBW7 activator = 0.1; TEAD-YAP inh = 0; GPR151 activ = -0.3
COCCNC(=O)CN(Cc1ccc(OC)cc1)C(=O)CCC(=O)Nc1cc(C)on1 is entered as MITF inh = -4; FBW7 activator = -0.1; TEAD-YAP inh = -5; GPR151 activ = -0.7

In the list so far, four contain four or more nitrogen atoms:
SMILES	MITF inh	FBW7 activator	TEAD-YAP inh	GPR151 activ
Cc1cc(C)n(-c2cc(N3CCN(S(=O)(=O)c4ccccc4)CC3)ccc2[N+](=O)[O-])n1	-12	-0.1	16	0.1
CSc1nnc2c(n1)OC(c1ccc(-c3cccc(C(F)(F)F)c3)o1)N(C(C)=O)c1ccccc1-2 (stereo not given)	-5	0.2	3	0.2
CN1c2ncccc2C(=O)NC12CCN(C(=O)CCn1cncn1)CC2	-4	0.1	1	0.7
COCCNC(=O)CN(Cc1ccc(OC)cc1)C(=O)CCC(=O)Nc1cc(C)on1	-4	-0.1	-5	-0.7

Continuation:
SMILES	MITF inh	FBW7 activator	TEAD-YAP inh	GPR151 activ
Cc1ccc(N(C)S(=O)(=O)c2ccc3[nH]cc(C(=O)NCCCN4CCOCC4)c(=O)c3c2)cc1C	12	-0.1	1	1.2
C/C(CC(=O)N1CCN(C=O)CC1)=N\NC(=O)C(=O)Nc1cccc(Cl)c1C	2	-0.1	-6	0.2
O=C(Cn1ncc2c1-c1ccccc1OC2)NCCc1ccsc1	6	0.0	8	-0.8
COc1ccc(C2C(C(=O)N(C)C3CCCCC3)c3ccccc3C(=O)N2C2CCCCC2)cc1 (stereo not given)	-9	0.0	5	0.4
c1ccc(-c2ncc(-c3ccncc3)c(-c3cccnc3)n2)nc1	15	-0.6	-1	1.0
O=C1N=C(N2CCCC2)S/C1=C/c1ccc(-c2ccccc2[N+](=O)[O-])o1	18	0.5	4	-1.2
CC(=O)OC(C(=O)NC1CCCCC1)c1ccccc1Cl (stereo not given)	-13	0.6	2	-0.8
N#Cc1c(NC(=O)c2ccc3ccccc3c2)sc2c1CCC2	-4	0.2	-4	1.1
S=C(NCC1CCCO1)c1ccc(Br)cc1 (stereo not given)	-8	0.0	-7	1.6
OCc1cccc(-c2cnc3c(NCc4cccnc4)nccn23)c1	2	1.8	-5	-1.8
Cc1ccc(C)c(NC(=O)c2ccc(NS(C)(=O)=O)cc2)c1	8	0.1	6	-1.9
O=c1cc(Nc2ccc3c(c2)OCO3)[nH]c(=O)n1-c1ccc(Br)cc1	9	0.0	4	22*
O=C(Nc1ccc(Br)cc1)c1cc(-c2ccc3c(c2)OCO3)on1	-1	-0.3	-10	-1.3
CN(CC(=O)NCc1ccccn1)S(=O)(=O)c1cc(Br)cnc1N	13	0.6	-3	-1.8
O=C(CNc1ccc2ccccc2c1)N/N=C/c1ccc(I)o1	13	0.3	1	2.6
Cc1nn2c(-c3cccc(NC(=O)c4ccc([N+](=O)[O-])cc4)c3)nnc2c2ccccc12	4	-0.1	-12	-2.3
O=C(COc1cccc(F)c1)NNC(=O)c1ccc(N2CCCCC2)c([N+](=O)[O-])c1	14	0.0	6	2.5
CCN(CC(=O)NCCC1=CCCCC1)S(=O)(=O)c1ccc(Br)cc1	9	0.2	7	-0.4
COc1ccc2cc(OCC(=O)NNC(=O)Nc3cccc(C)c3C)ccc2c1	-17	0.1	-3	-0.1
COc1ccc(/C=C2/C(=O)NC(=O)N(C3CCCCC3)C2=O)cc1	-15	-0.1	5	1.5
CC(=O)OCCNC(=O)/C(=C\c1cccc([N+](=O)[O-])c1)NC(=O)c1ccco1	-4	-0.1	-11	-0.8
COc1ccc(-c2cc3ccc(OS(C)(=O)=O)cc3oc2=O)cc1OC	-5	0.0	-33	-1.1
CC1CC(C)CN(S(=O)(=O)c2cc(Cl)ccc2Cl)C1 (stereo not given)	18	0.3	6	-2.0
C=CCNC(=O)/C(C#N)=C/c1c(Oc2cccc(C)c2C)nc2c(C)cccn2c1=O	-1	-0.3	14	2.8
O=C(NCc1ccccc1)c1ccc2nc(Nc3ccc(-n4ccnc4)cc3)sc2c1	9	-0.1	36*	2.9
CC1CCN(CC(=O)Nc2ccccc2Cl)CC1	13	0.3	4	20*
COc1cccc(NC(=O)NCc2ccccc2OC)c1	-12	0.2	-24	-1.2
O=C(CN1C(=O)c2ccccc2C1=O)Nc1nc(-c2cccs2)c(C(=O)C(F)(F)F)s1	1	-0.1	1	2.4
COc1ccc(Nc2nc(Nc3ccccc3)nc(N3CCOCC3)n2)cc1OC	12	-0.1	-54	0.4
CCN(/N=C/c1ccc(N(C)C)cc1)c1cc(=O)n(C)c(=O)[nH]1	-1	0.1	3	0.4
Cc1ccc(Cn2c(-n3nc(C)cc3C)nc3c2c(=O)n(C)c(=O)n3C)cc1	-1	1.2	-4	-0.3
COc1ccc(OCC(=O)N/N=C(C)\C=C\c2ccco2)c(I)c1	-14	0.0	-9	2.1
CC(C)(C)C(=O)CNC(=O)c1cccnc1	0	0.1	-2	0.2
COc1cccc(CCNC(=O)c2cn(C)c3cc(-c4cn[nH]c4)ccc23)c1	10	0.1	3	-1.9
C=CCN(C(C)=O)C(c1ccccc1)P(=O)(OCC)OCC (stereo not given)	-6	-0.3	2	1.3
CSc1nc(N)nc2sc3c(O)cc(=O)[nH]c3c12	-15	-0.2	6	-0.6
O=C(NC1CCCCCC1)c1c(O)c2cccc3c2n(c1=O)CC3	-4	-0.1	-3	-1.0
O=C(Nc1nc(-c2ccc(Br)cc2)cs1)c1ccc(S(=O)(=O)N2CCCCC2)cc1	26	0.1	1	-0.3
O=c1c2cn[nH]c2[nH]c(=S)n1-c1ccc(Cl)c(Cl)c1	2	0.1	1	-1.2
CC(C)[C@@H]1NC(=O)[C@@H]2C[C@H](NCc3ccccc3Cl)CN2C1=O	11	1.0	-13	-1.5

Quoted at random: two compounds from above.
SMILES	MITF inh	FBW7 activator	TEAD-YAP inh	GPR151 activ
C/C(CC(=O)N1CCN(C=O)CC1)=N\NC(=O)C(=O)Nc1cccc(Cl)c1C	2	-0.1	-6	0.2
Cc1nn2c(-c3cccc(NC(=O)c4ccc([N+](=O)[O-])cc4)c3)nnc2c2ccccc12	4	-0.1	-12	-2.3

Following part.
SMILES	MITF inh	FBW7 activator	TEAD-YAP inh	GPR151 activ
CC(c1ccncn1)N(C)Cc1c(C(=O)N(C)CCc2ccccc2)nc2sccn12 (stereo not given)	7	-0.1	1	-0.3
O=C(CSc1nccc(=O)[nH]1)Nc1nc2c(F)c(F)c(F)cc2s1	-7	-0.1	-1	-0.5
CC(C)C(NC(=O)c1ccccc1NC(=O)c1ccccc1)C(=O)N1CCCCC1 (stereo not given)	11	0.0	1	1.2
CC(=O)NC1=NN(C(C)=O)C2(S1)C(=O)N(C(C)=O)c1ccc(Br)cc12 (stereo not given)	2	0.1	2	3.5
CC(=O)c1ccc(NC(=O)CN2CCN(c3ccccc3F)CC2)cc1	28	0.3	12	0.4
CC(C)NC(=O)c1c(NC(=O)c2ccccc2F)sc2c1CCC2	4	0.1	15	-0.4
CCOc1ccc(NC(=O)N(CCN2CCOCC2)C2CCN(C(C)=O)CC2)cc1	2	0.0	-5	-1.1
COc1cccc(C(=O)OCCN=C2NS(=O)(=O)c3ccccc32)c1	3	0.3	-11	-1.3
CN(Cc1ccccc1)c1ccnc2c(-c3ccc(CO)cc3)cnn12	-12	0.2	-39	0.3
O=C(Nc1ccc(Cl)cc1)C1CCC(CNc2c(N3CCCCC3)c(=O)c2=O)CC1 (stereo not given)	4	0.8	12	-0.7
Cc1ccc(NC(=O)/C(C#N)=C/c2ccc3c(c2)OCO3)cc1	-14	-0.1	-23	0.0
O=C(CCc1ccccc1O)N/N=C/c1cc([N+](=O)[O-])ccc1N1CCOCC1	-16	0.1	-1	-0.9
CCc1ccc(C(=O)/C=C/Nc2ccccc2O)cc1	2	0.0	39*	-4.3
O=C(CCN1C(=O)C2C3C=CC(C4CC34)C2C1=O)OCC(=O)c1ccc(Cl)cc1Cl (stereo not given)	13	0.1	3	-0.2
O=C(Nc1ccc(F)c(F)c1)c1cc(S(=O)(=O)NCc2ccco2)ccc1F	-9	-0.1	-5	0.4
O=C(NCc1cccs1)NC1CC(=O)N(c2ccc(F)cc2)C1 (stereo not given)	-12	-0.1	-2	0.3
N=C1c2ccccc2CN1CC(=O)c1ccc(-c2ccccc2)cc1	-6	-0.2	80*	-2.9
N#Cc1c(-c2ccc(F)cc2)cc(-c2cccs2)nc1SCC(N)=O	3	0.0	11	-0.5
CC(C)COC(=O)C1C(=O)CC(C)(O)C(C(=O)OCC(C)C)C1c1ccc(O)cc1 (stereo not given)	3	0.0	16	1.5
Nc1nc(SCc2ccc(Cl)cc2)ns1	-8	-0.1	-34	0.6
CC1CCC2=NN(C(=O)c3ccccc3O)C(O)(C(F)(F)F)C2C1 (stereo not given)	-13	-0.3	-3	1.6
O=C(Nc1ccc2c(c1)OCO2)c1ccccc1-c1ccccc1	-5	-0.2	7	0.1
CC(C)c1[nH]nc2c1C1(C(C#N)=C(N)O2)c2ccccc2-c2ccccc21	10	-0.2	7	0.4
NC(=O)c1ccc(NC(=O)COc2cc(Cl)c(Cl)cc2Cl)cc1	19	0.5	1	1.1
CC12CC3(C)CC(C)(C1)CC(c1ccc(Br)c(Br)c1)(C2)C3	10	0.0	-8	-1.0
COc1ccc(/C=C/C(=O)Nc2ccc(S(=O)(=O)N3CCCCCC3)cc2)cc1	6	0.0	32*	1.1
CC1Cc2cc(-c3csc(NC(=O)CCl)n3)ccc2N1C(=O)C1CC1 (stereo not given)	1	-0.2	23	-0.1
COc1ccc(C2CC(C(F)(F)F)n3ncc(C(=O)Nc4ccc(Cl)cc4Cl)c3N2)cc1OC (stereo not given)	-2	-0.1	-20	-0.8
Cc1ccc(Nc2nnc(SCC(=O)N3CCCC3)s2)c(C)c1	-5	-0.1	-2	0.2
Cc1ccc(/C=N/NC(=O)c2cc(Br)ccc2OC(C)C)o1	-17	-0.2	46*	-1.9
CCOc1ccc(C(=O)O)cc1[N+](=O)[O-]	-4	-0.5	5	2.0
O=C(Nc1ccc(F)cc1F)c1cnn2c1NC(c1ccco1)CC2C(F)(F)F (stereo not given)	-6	0.0	-12	-0.3
O=C(O)CC1(CC(=O)NCc2csc(-c3cccs3)n2)CCCCC1	12	0.2	1	0.1

Some entries already given, showing only GPR151 activ and TEAD-YAP inh.
molecule	GPR151 activ	TEAD-YAP inh
COc1ccc(C2CC(C(F)(F)F)n3ncc(C(=O)Nc4ccc(Cl)cc4Cl)c3N2)cc1OC (stereo not given)	-0.8	-20
Cc1ccc(Nc2nnc(SCC(=O)N3CCCC3)s2)c(C)c1	0.2	-2
Cc1ccc(/C=N/NC(=O)c2cc(Br)ccc2OC(C)C)o1	-1.9	46*
CCOc1ccc(C(=O)O)cc1[N+](=O)[O-]	2.0	5
O=C(Nc1ccc(F)cc1F)c1cnn2c1NC(c1ccco1)CC2C(F)(F)F (stereo not given)	-0.3	-12
O=C(O)CC1(CC(=O)NCc2csc(-c3cccs3)n2)CCCCC1	0.1	1

Assay outcomes as filed in PubChem.
